zVAD death inh – L929 zVAD cell death inhibition. L929 zVAD necroptosis rescue, ATP luminescence, 24 h; with zVAD 60 µM. viability rescue, % at 10 µM. hit rate 0.38% among 220,000;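 active = activation, scaled between plate controls, above about 75%, limit read from the data; inactive = activation under that limit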;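 also: 0% = zVAD with DMSO and 100% = DMSO alone without zVAD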
FXIIa inh 1536 – factor XIIa (human) inhibition; hit rate 0.3% among 220,000; purified FXIIa, Boc-QGR-AMC fluorogenic substrate, 2 h; inhibition, % at 5 µM; in the data active = inhibition above about 40%;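 also: 0% = enzyme with no compound and 100% = blank without enzyme; many of its hits are not listed in these tables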
FXIa inh – inhibitors of human coagulation factor XIa; P03951; purified FXIa, Boc-Glu-Ala-Arg-AMC fluorogenic substrate; inhibition, % at 5 µM; hit rate 0.14% among 220,000;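 active = inhibition of at least 40%; inactive = inhibition below 40%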;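 also: fluorescence of freed AMC excited at 355 nm; 0% = enzyme without compound and 100% = no enzyme blank; many of its hits are not listed in these tables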
Target sequence (P03951 19-387 limits assumed): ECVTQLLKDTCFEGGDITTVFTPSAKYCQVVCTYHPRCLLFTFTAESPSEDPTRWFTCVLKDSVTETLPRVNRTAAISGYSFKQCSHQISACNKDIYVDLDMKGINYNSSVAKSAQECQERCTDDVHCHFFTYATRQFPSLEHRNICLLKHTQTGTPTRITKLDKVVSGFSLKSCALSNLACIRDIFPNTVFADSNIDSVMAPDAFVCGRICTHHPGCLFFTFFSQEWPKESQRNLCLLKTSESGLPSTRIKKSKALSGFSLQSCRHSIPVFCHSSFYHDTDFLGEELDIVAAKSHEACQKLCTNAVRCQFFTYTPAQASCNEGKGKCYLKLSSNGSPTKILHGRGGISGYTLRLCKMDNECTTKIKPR
Target sequence (P03951 388-625 limits assumed): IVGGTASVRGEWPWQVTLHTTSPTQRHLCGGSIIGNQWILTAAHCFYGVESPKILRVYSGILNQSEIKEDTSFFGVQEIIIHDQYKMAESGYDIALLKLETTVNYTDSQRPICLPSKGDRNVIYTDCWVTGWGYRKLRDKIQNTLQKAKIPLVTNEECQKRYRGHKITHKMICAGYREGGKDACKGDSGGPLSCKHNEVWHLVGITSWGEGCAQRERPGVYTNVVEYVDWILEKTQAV
Hck Nef HTS – inhibitors of human Hck kinase activated by Nef | P08631 | Recombinant Hck-YEEI plus Nef, Z-Lyte FRET kinase assay | inhibition, % at 20 µM | hit rate 0.68% among 220,000;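 active = Hck-Nef kinase inhibition above about 50%, limit read from the data; inactive = inhibition below that limit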;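 also: 0% = DMSO with Hck plus Nef and 100% = Hck alone without Nef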
KLK5 inh – blocks human kallikrein 5 protease activity. recombinant hK5, fluorogenic AMC substrate cleavage. inhibition, % at 5 µM. hit rate 0.59% among 210,000. Q9Y337;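 active = inhibition of 40% or more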;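 also: 0% = enzyme controls without compound and 100% = no-enzyme blanks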
Target sequence (Q9Y337 67-293 limits assumed): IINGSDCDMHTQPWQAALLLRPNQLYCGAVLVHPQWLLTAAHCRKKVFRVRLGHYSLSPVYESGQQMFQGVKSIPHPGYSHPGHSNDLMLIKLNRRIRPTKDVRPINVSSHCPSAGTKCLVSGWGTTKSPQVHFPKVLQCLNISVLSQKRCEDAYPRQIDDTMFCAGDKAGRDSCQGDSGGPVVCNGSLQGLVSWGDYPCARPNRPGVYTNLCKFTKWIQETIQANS
Rad51 HR inh – blocks human Rad51 in homologous recombination; inhibition, % at 10 µM; AID 1385; hit rate 0.085% among 200,000; hRad51 DNA strand exchange, fluorescence dequenching;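 active = inhibition above 40% at the single screening dose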;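 also: 0% = DMSO control wells and 100% = blanks with heterologous ssDNA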
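material = hRad51 filaments on single-stranded DNA | timing = filaments 15 min 37 °C, then compound 30 min | signal = FRET fluorescence dequenching, excitation 485 nm, emission 520 nm | benchmarks = control wells and blank wells on each plate | evaluation = percent inhibition relative to plate controls and blanks | compound = 10 µM final, single point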
thrombin 1536 – inhibitors of human thrombin; P00734; alpha-thrombin, Boc-VPR-AMC fluorogenic substrate cleavage; inhibition, % at 5 µM; hit rate 0.26% among 220,000; AID 1046;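 active = inhibition at or above 40%; inactive = inhibition below 40%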;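 also: 0% = enzyme with no compound and 100% = wells without enzyme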
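System – human alpha-thrombin protein · Reagent – Boc-VPR-AMC substrate, 15 µM final · Compound – 5 µM single dose in 0.2% DMSO · Schedule – reaction at room temperature · Technique – AMC fluorescence at 355 nm excitation and 460 nm emission · Read-out basis – % inhibition relative to enzyme controls and enzyme-free blanks · Control set – no-compound enzyme wells and no-enzyme blanks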
TNF necrop inh – inhibitors of TNF-alpha induced necroptosis in Jurkat FADD-/- cells; activation (protection from cell death), % at 10 µM; hit rate 0.068% among 220,000; Jurkat FADD-/- TNF necroptosis rescue, ATP luminescence, 24 h; 0 = TNF only, 100 = no-TNF cells;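 active = activation, meaning protection from cell death, of at least 50% relative to plate controls; inactive = activation below 50%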;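 also: necroptosis triggered by 40 ng/mL TNF-alpha added together with compound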
KCC2 mod – modulates chloride dependent transport by human KCC2 | Q9H2X9 | KCC2 cells, thallium flux FluoZin-2 fluorescence | B-score of Tl+ flux slope (higher = more flux/activation; lower = inhibition) at 10 µM | hit rate 2.2% among 190,000 | AID 1456;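 active = thallium flux slope and its plate-corrected score both differing from the plate sample mean at a set confidence after two filtering rounds, in either direction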;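 also: slope of fluorescence scaled to starting intensity during 10 to 20 s after thallium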
* = called active by the depositor; nt = not tested or not shown. This is a subset. The share of hits here may be higher or lower than overall.

SMILES	zVAD death inh	FXIIa inh 1536	FXIa inh	Hck Nef HTS	KLK5 inh	Rad51 HR inh	thrombin 1536	TNF necrop inh	KCC2 mod
Cc1ccc(NC(=O)c2ccc3c(c2)C(=O)N(CC2CCCO2)C3=O)cc1C (stereo unspecified)	1.1	8	0	16	-3	7	-7	0.8	0.3
Cc1cccc(C)c1NC(=O)c1ccc(-n2cncn2)nc1	-0.3	14	-10	-1	-13	-5	-12	-1.7	nt
CC(=O)N1C(C(=O)O)CSC1c1ccc(C)cc1 (stereo unspecified)	1.1	19	4	1	-12	-2	-5	1.0	-1.9
CC(CCc1ccccc1)NC(=O)CSc1ccccn1 (stereo unspecified)	-0.1	11	4	4	1	10	-2	-0.8	-0.34
CCn1cc(C(=O)O)c(=O)c2cc(F)c(N3CCN(C(=O)Nc4ccccc4)CC3)cc21	0.0	23	15	1	1	-1	-8	-1.1	0.2
CCOc1cc(/C=N/NC(N)=O)ccc1OC(=O)c1ccc(C)cc1	0.2	17	4	5	-5	nt	0	1.1	-0.19
NNC(=O)Nc1cccc(C(F)(F)F)c1	1.4	5	-3	5	1	nt	-1	0.3	nt
Clc1ccc(-c2nnc(CSc3nnc(-c4cccs4)n3Cc3ccccc3)o2)cc1	nt	5	2	-1	-11	nt	-5	-8.7	-1.6
COc1ccc(N(C)C(=O)CC2(CC(=O)O)CCCCC2)cc1	-0.4	9	1	3	3	3	-2	0.4	-0.25
COC(=O)c1cccc(C23CC4(C2)[C@H](CN(Cc2ccc(-c5ccccc5)cc2)[C@@H]4c2ccccc2)C3c2ccccc2)c1 (stereo partly specified)	1.0	-1	-4	19	-3	11	-7	5.3	-0.021
C/C(N)=C(/C#N)C(=O)COC(=O)CNS(=O)(=O)c1ccc(F)c(F)c1F	-0.5	10	4	0	2	-2	-5	0.7	1.8
C/C(Cc1ccccc1)=N\NC(=O)CNC(=O)c1ccccc1O	2.4	7	2	15	1	-17	-1	2.1	-0.24
CC(=O)Nc1ccc(S(=O)(=O)NC(C)C(=O)NCCc2ccc(F)cc2)cc1 (stereo unspecified)	1.1	7	1	24	20	4	2	0.4	nt
CCN(CC)C(=O)Cn1cc(C(=O)C(=O)N2CC=C(c3ccccc3)CC2)c2ccccc21	1.7	8	-2	18	-2	2	-1	-0.3	-1.2
O=C(O)/C=C\C(=O)Nc1ccc(OC(F)F)cc1	1.6	0	-1	8	-7	3	nt	0.5	0.02
O=C(CN1CCC(NC(=O)c2ccccc2F)CC1)Nc1ccc2c(c1)OCO2	4.4	7	-3	20	1	-2	-5	2.4	nt
CC1(OC(=O)C2CCCC2)C(=O)C=C2C=C(c3ccsc3)N(CCc3ccccn3)C=C2C1=O (stereo unspecified)	-0.8	7	0	11	4	1	-4	0.6	0.13
CCOC(=O)C1=C(c2ccccc2)OC(N)=C(C#N)C1C1CCCCC1 (stereo unspecified)	0.9	10	1	-2	-27	-13	-4	2.7	1.3
CC1=C(OC(=O)c2ccc(Br)cc2)C(C)(C)C(c2ccccc2)OC1=O (stereo unspecified)	0.3	23	1	1	-10	nt	3	-0.3	nt
CNc1nc(Cl)c(SC)c(NC2CCCCC2)n1	-0.2	9	0	24	1	5	-2	-1.7	1.7
OC(COCCC12CC3CC(CC(C3)C1)C2)CN1CCCCC1 (stereo unspecified)	-0.9	-2	-5	-2	-11	15	0	-2.3	1.4
Cc1cc(C(=O)OCC(=O)Nc2ccc(F)cc2)c(C)o1	-0.1	9	8	1	2	8	0	2.0	0.48
OC(c1nc2ccccc2[nH]1)C(O)C(O)C(O)c1nc2ccccc2[nH]1 (stereo unspecified)	0.3	3	2	19	1	19	0	1.9	-0.35
CCOC(=O)c1ccc(NC(=S)N2CCCC2c2ccc(OC)c(OC)c2)cc1 (stereo unspecified)	-0.1	2	-5	1	-10	8	-5	0.3	-0.77
CCn1cc(S(=O)(=O)CC(=O)Nc2cccc(C)c2)c2ccccc21	0.1	13	3	29	1	-2	1	-0.4	-0.0081
SMILES	zVAD death inh	FXIIa inh 1536	FXIa inh	Hck Nef HTS	KLK5 inh	Rad51 HR inh	thrombin 1536	TNF necrop inh	KCC2 mod
Cc1ccc(NC(=O)Nc2ccc(F)cc2)cc1Cl	62	5	-1	10	6	-29	-5	4.6	-0.074
O=C(Nc1cccc2ccccc12)N1CCN(c2ccccc2)CC1	0.2	13	5	-9	-4	14	5	0.2	0.15
CCOC(=O)CC(NC(=O)C1c2ccccc2Oc2ccccc21)c1ccccc1Cl (stereo unspecified)	-0.8	-2	-6	3	-22	-2	-8	2.4	0.083
COc1ccc2nc(NC(=O)c3sc4nc(C)cc(C)c4c3N)sc2c1	-0.6	-5	-4	12	-2	-22	-3	1.9	0.94
CSCCC(NC(=O)c1cc([N+](=O)[O-])cc([N+](=O)[O-])c1)c1nc2ccccc2[nH]1 (stereo unspecified)	2.0	8	9	1	-4	2	-5	3.0	0.032
Cc1nc(=O)c(-c2ccccc2)c(C)n1-c1ccccc1C(=O)O	0.2	0	-2	1	8	0	-6	-0.5	-0.53
COCCNC(=O)c1onc(CSc2ccc(F)cc2)c1C(=O)NCCOC	0.2	13	2	27	2	6	1	1.3	0.27
CC(C)(C)C(=O)NC(=S)Nc1sc2c(c1C(N)=O)CCC2	2.1	-8	0	3	-24	-8	1	-1.5	0.93
O=C1c2ccccc2-c2nnc(-c3ccccc3)cc21	0.3	15	6	0	-7	9	0	-20	nt
COc1ccccc1CNC(=O)CN(C)CC(=O)Nc1cccc(F)c1	0.2	15	3	3	-6	1	1	-1.3	-0.87
CCOc1cc(/C=C(\C#N)C(=O)NCC2CCCO2)ccc1OCC(N)=O (stereo unspecified)	1.1	15	2	28	8	-5	0	-0.3	0.079
O=C(CCNC(=O)c1ccccc1Cl)NC1=NCCS1	-0.1	6	-1	24	-3	4	3	0.7	1.8
COc1ccc(-c2coc3c(CN4CCOCC4)c(O)ccc3c2=O)cc1	0.1	0	-3	27	-2	-8	-1	5.3	-0.041
Cc1ccc[n+](CC(=O)c2cc3ccccc3oc2=O)c1	-0.1	23	5	-2	-25	-8	2	-3.2	-0.41
CCC(CC)NC(=O)c1cccc(Oc2ccccc2)c1	4.0	1	-3	-11	nt	nt	-7	9.4	-3.5
O=C1/C(=C/c2cccnc2)SC(=S)N1c1ccccc1	-0.2	7	10	1	-11	-1	2	-3.1	-0.15
COc1ccc(/C=N/NC(=O)c2cccc(Br)c2)cc1Cn1cc(Cl)cn1	1.9	0	0	2	-11	-2	1	-15	-0.47
Cc1cc(NC(=O)C(=O)NCCN2CCN(C(=O)c3cccs3)CC2)ccc1Br	0.4	10	5	12	-5	1	-1	-2.6	nt
COc1ccc2cc(S(=O)(=O)N3CCOCC3)ccc2c1	1.4	5	-6	7	11	-6	-6	1.1	nt
CCCCN(C(=O)CSc1cc(C)c2ccc(OC)cc2n1)c1c(N)n(Cc2ccccc2)c(=O)[nH]c1=O	0.8	-4	-9	-1	-15	15	-10	0.4	0.46
Cc1cc(Cl)nc(Cl)c1C(=O)NC(=O)NCCC(C)C	0.4	7	-1	-23	-7	6	0	0.4	-0.11
O=c1cc(CSc2nnc(COc3ccc(Cl)cc3)o2)c2ccccc2[nH]1	-0.3	18	-1	-5	-11	1	-10	-1.4	-0.81
OCC1(Cc2cccc(Cl)c2)CCCN(Cc2sc(N3CCCC3)nc2Cl)C1 (stereo unspecified)	0.5	2	-6	20	-1	-2	-19	2.8	0.84
Cc1ccc(NC(=O)NNC(=O)c2cccs2)cc1	1.6	12	3	8	-5	-6	-3	2.5	0.29
C=CC[C@H]1CC(C)=C[C@H](CC=C)N1	-0.2	12	1	23	-8	5	-8	-0.3	0.87
SMILES	zVAD death inh	FXIIa inh 1536	FXIa inh	Hck Nef HTS	KLK5 inh	Rad51 HR inh	thrombin 1536	TNF necrop inh	KCC2 mod
O=C1NN(c2ccc(Cl)cc2)C(=O)/C1=C\c1ccc(-c2cccc(C(=O)O)c2)o1	3.8	9	1	53*	-5	-2	0	-1.7	nt
COc1ccc(CCNC(=O)c2cccc(S(=O)(=O)N3CCCCC3)c2)cc1	3.0	-1	-3	0	-4	8	-14	1.7	1.2
Fc1ccc(-c2ncc3ccccn23)cc1	5.5	4	-3	16	0	-1	-8	-0.2	0.19
CCC(=O)Oc1ccc(NC(=O)CSCc2ccccc2)cc1	0.8	nt	0	-27	2	0	-2	1.9	-1.4
CCc1ccccc1NC(=O)N1C2CCCC1CC(NC(C)=O)C2 (stereo unspecified)	0.2	13	6	6	-4	4	1	-2.5	-0.3
CCN(CCCNC(=O)CCNC(=O)Cn1cnc2ccccc2c1=O)c1cccc(C)c1	1.9	15	5	1	-7	-4	0	-2.4	0.95
CCOCCCNC(=O)c1c(N)n(-c2ccc3c(c2)OCO3)c2nc3ccccc3nc12	2.9	2	1	27	0	nt	-5	-0.2	0.12
Cc1ccc(C23CC4CC(CC(CN)(C4)C2)C3)cc1	49	3	-7	-8	-4	-2	-7	8.0	0.72
COc1cc(NC(=O)COC(=O)CCc2cc(OC)c(OC)c(OC)c2)cc(OC)c1	-0.6	10	2	5	3	-72	-1	-0.7	-0.29
COc1ccc(-c2cc(=O)oc3cc(OC(C)C(=O)O)ccc23)cc1 (stereo unspecified)	0.2	17	10	-3	9	-4	5	-0.3	0.05
CCCOc1ccc(/C=C/C(=O)N2CCN(c3ccccn3)CC2)cc1	0.3	1	-6	12	-3	nt	-4	0.0	0.05
O=C(NCCc1c[nH]c2ccccc12)/C(=C/c1cccnc1)NC(=O)c1ccco1	5.3	1	-6	11	-5	4	2	-0.3	0.14
CC1CCN(S(=O)(=O)c2ccc3c(c2)c(=O)c(C(=O)NCc2ccccc2Cl)cn3C)CC1	nt	9	-2	-2	2	nt	2	-1.2	0.44
Cc1c(C#N)c(NC(=O)c2cccc(Cl)c2)n(Cc2ccccc2)c1C	1.0	2	-6	1	2	-2	-3	-1.9	-0.081
O=C(O)CCCc1nc(-c2ccccc2)no1	0.1	6	-12	-1	-20	6	-1	-1.2	0.3
CCOC(=O)c1c(C)[nH]c(C(=O)COC(=O)/C=C/c2cccc(OC)c2OC)c1C	2.1	11	5	3	0	-10	-8	1.0	0.25
Cc1nn(CC(=O)NCCCN2CCOCC2)c(C)c1[N+](=O)[O-]	-0.5	4	-11	0	-21	-1	14	-3.2	nt
COC(=O)c1cc(Sc2cccc(Cl)c2Cl)ccn1	0.2	4	2	-5	-6	4	1	-0.9	-2.9*
Brc1ccc(-c2cn3ccccc3n2)s1	1.2	8	-11	-15	-22	17	0	-4.7	-0.19
COC(=O)c1ccc(NC(=O)CN2CCN(c3ccccc3C)CC2)cc1	-0.1	16	8	10	-1	7	5	0.7	0.0085

Of the compounds above, four have bromine:
SMILES	zVAD death inh	FXIIa inh 1536	FXIa inh	Hck Nef HTS	KLK5 inh	Rad51 HR inh	thrombin 1536	TNF necrop inh	KCC2 mod
CC1=C(OC(=O)c2ccc(Br)cc2)C(C)(C)C(c2ccccc2)OC1=O (stereo unspecified)	0.3	23	1	1	-10	nt	3	-0.3	nt
COc1ccc(/C=N/NC(=O)c2cccc(Br)c2)cc1Cn1cc(Cl)cn1	1.9	0	0	2	-11	-2	1	-15	-0.47
Cc1cc(NC(=O)C(=O)NCCN2CCN(C(=O)c3cccs3)CC2)ccc1Br	0.4	10	5	12	-5	1	-1	-2.6	nt
Brc1ccc(-c2cn3ccccc3n2)s1	1.2	8	-11	-15	-22	17	0	-4.7	-0.19

Screening data deposited in PubChem by several laboratories.
